MEKK2 WT-MEK5 = raises or lowers MEK5 binding to wildtype human MEKK2 PB1 domain; bead flow cytometry, Alexa488-MEK5 binding to MEKK2 WT; actives lie on both sides; binding response (% of control), % at 10 µM; actives 1.1% (n = 290,000); AID 1531; in the data active means binding response below about 67% or above about 130%; inconclusive means no clear call, values can overlap the other calls; inactive means in between
PfM18AAP inh = blocks P. falciparum M18 aspartyl aminopeptidase; recombinant PfM18AAP, H-Glu-NHMec fluorogenic cleavage; inhibition, % at 7.35 µM; AID 1822; actives 1.2% (n = 290,000);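 active means inhibition above the campaign mean inhibition over all tested compounds plus 3 SD, cut at about 28% in these data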;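 further: 0% = plate median of test compound wells and 100% = 2 mM ZnCl2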
VIM-2 inhibitor = inhibitors of Pseudomonas aeruginosa VIM-2 metallo-beta-lactamase. actives 0.89% (n = 290,000). purified VIM-2, nitrocefin hydrolysis, epi-absorbance fluorescence. inhibition, % at 5.6 µM;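 active means inhibition above the mean of all tested compounds plus 3 SD, cutoff set per screening run, cut at about 7.5% in these data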;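 further: red hydrolysis product quenches plate fluorescence so inhibitors raise well fluorescence; 0% = enzyme with DMSO and 100% = DMSO without enzyme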
UBC9 SUMO inh = blocks human SUMOylation mediated by UBC9 | P63279 | HTRF SUMOylation assay, SAE1/SAE2 + UBC9, in vitro | inhibition, % at 35 µM | actives 0.36% (n = 290,000); in the data active means inhibition above about 50%, passing the limit was not always enough; inconclusive means no clear call, values can overlap the other calls; further: strong numbers were not always called active
Target sequence (P63279 whole entry, looked up): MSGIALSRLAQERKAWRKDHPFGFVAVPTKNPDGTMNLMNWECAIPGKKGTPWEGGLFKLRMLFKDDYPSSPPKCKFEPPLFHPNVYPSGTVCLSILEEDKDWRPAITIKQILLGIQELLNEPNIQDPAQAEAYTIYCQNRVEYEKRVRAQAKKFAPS
IMP-1 inh = blocks Pseudomonas aeruginosa IMP-1 metallo-beta-lactamase | inhibition, % at 5.6 µM | purified IMP-1, nitrocefin hydrolysis, epi-absorbance fluorescence | AID 1556 | actives 0.45% (n = 290,000);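 active means inhibition above the mean plus 3 SD of all compounds in the same screening run, cut at about 4.5% in these data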;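 further: 0% = IMP-1 with DMSO and 100% = DMSO wells lacking enzyme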
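System: Purified IMP-1 | Read-out basis: Percent enzyme inhibition | Controls: IMP-1 with DMSO as 0%, enzyme-free DMSO as 100% | Replicates: One well per compound | Doses: 5.6 µM nominal single concentration | Detection: Epi-absorbance fluorescence, 480 nm excitation, 530 nm emission | Incubation: 25 °C, 15 min preincubation, 25 min reaction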
NALP1 yeast inh = inhibitors of NALP1 inflammasome in yeast. S. cerevisiae NALP1/ASC/caspase-1 growth, X-gal OD620, 72 h. inhibition, % at 10 µM. actives 0.61% (n = 280,000). AID 2071; in the data active means inhibition mostly above about 24%, no sharp cut-off; inactive means mostly below about 32%; further: some compounds called inactive have numbers as strong as hits
FID counter = counter-screen for HCV NS3 helicase inhibitors: DNA intercalator displacement; DNA fluorescent intercalator displacement, fluorescence; inhibition, % at 7.9 µM; actives 0.17% (n = 290,000); AID 1845; in the data active means inhibition above about 37%;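 further: 0% = vehicle and 100% = reference compound; higher means more ethidium bromide displaced from hairpin DNA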
NS3 helicase inh = inhibitors of Hepatitis C virus NS3 helicase; inhibition, % at 10.9 µM; actives 0.56% (n = 290,000); NS3 helicase DNA unwinding, Cy5 molecular beacon fluorescence;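 active means inhibition above the mean of all tested compounds plus 3 SD, set per campaign, cut at about 35% in these data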;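 further: 0% = DMSO wells and 100% = thioflavine S control wells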
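Control set: DMSO versus 110 µM thioflavine S; Material: NS3 helicase fragment of HCV; Measured by: Cy5 fluorescence at 0 and 60 min, beacon hairpin quenching; Read-out basis: percent inhibition from t60/t0 fluorescence ratio; Times: reaction time 60 min, 25 °C; Repeats: single replicate; Compound dosing: single dose, 10.9 µM nominal final, DMSO 0.8% final.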
MEKK2mut PB1 HTS = signal of MEK5 binding to mutant human MEKK2 PB1 domain; actives 0.35% (n = 290,000); AID 1530; percent response, % at 10 µM; bead flow cytometry, Alexa488-MEK5 binding to MEKK2 mutant; in the data active means percent response above about 24%, passing the limit was not always enough; further: inactives centre near 1; some results filed as inactive read as strong as hits
An asterisk follows results filed as active.

For CCC(C)(C)n1nnnc1C(c1cc2ccc(OC)cc2[nH]c1=O)N1CCc2ccccc2C1 (stereo not drawn) the results were MEKK2 WT-MEK5 84, PfM18AAP inh 18, VIM-2 inhibitor -1.7, UBC9 SUMO inh 14, IMP-1 inh -2.2, NALP1 yeast inh 21, FID counter -6, NS3 helicase inh -4 and MEKK2mut PB1 HTS -7.
`Cc1c[nH]c2cccc(OCC(O)CNC(C)(C)C)c12` (stereo not drawn) gave MEKK2 WT-MEK5 125, PfM18AAP inh -6, VIM-2 inhibitor -1.0, UBC9 SUMO inh 15, IMP-1 inh 0.2, NALP1 yeast inh 5, FID counter 4, NS3 helicase inh -6 and MEKK2mut PB1 HTS 16.
CCOC(=O)CCSc1nc(C)c2ccccc2n1 was read as MEKK2 WT-MEK5 103, PfM18AAP inh 4, VIM-2 inhibitor 1.0, UBC9 SUMO inh 14, IMP-1 inh -2.5, NALP1 yeast inh 14, FID counter -12, NS3 helicase inh 5 and MEKK2mut PB1 HTS 2.
`COc1cc(OC)cc(C(=O)NCC2CCCN(Cc3ccc(SC)cc3)C2)c1` (stereo not drawn) gave MEKK2 WT-MEK5 122, PfM18AAP inh -1, VIM-2 inhibitor 0.9, UBC9 SUMO inh 3, IMP-1 inh -1.2, NALP1 yeast inh 1, FID counter 7, NS3 helicase inh -4 and MEKK2mut PB1 HTS 8.
Screening COc1ccccc1N1CN(CCc2ccccc2)CNC1=S returned MEKK2 WT-MEK5 inconclusive, PfM18AAP inh 0, VIM-2 inhibitor 2.1, UBC9 SUMO inh 19, IMP-1 inh 0.6, NALP1 yeast inh 10, FID counter -14, NS3 helicase inh 6 and MEKK2mut PB1 HTS -5.
COc1cc(C(=O)Nc2oc(-c3ccccc3)c(-c3ccccc3)c2C#N)cc(OC)c1OC was read as MEKK2 WT-MEK5 90, PfM18AAP inh -9, VIM-2 inhibitor -2.9, UBC9 SUMO inh 26, IMP-1 inh -0.6, NALP1 yeast inh 7, FID counter -5, NS3 helicase inh -1 and MEKK2mut PB1 HTS -10.
Screening Cc1ccc(S(=O)(=O)n2nc(OC(=O)C(C)(C)C)cc2N)cc1 returned MEKK2 WT-MEK5 101, PfM18AAP inh 15, VIM-2 inhibitor -3.8, UBC9 SUMO inh 25, IMP-1 inh -2.5, NALP1 yeast inh 6, FID counter -6, NS3 helicase inh -2 and MEKK2mut PB1 HTS 3.
`COc1cc(NS(=O)(=O)c2ccc(NC(=S)NC(=O)c3sc4ccccc4c3Cl)cc2)ncn1` gave MEKK2 WT-MEK5 99, PfM18AAP inh -6, VIM-2 inhibitor 0.6, UBC9 SUMO inh -14, IMP-1 inh 0.0, NALP1 yeast inh 19, FID counter 1, NS3 helicase inh 1 and MEKK2mut PB1 HTS 0.
`COc1ccccc1-n1cnnc1SCC(=O)c1c[nH]c2ccccc12` gave MEKK2 WT-MEK5 97, PfM18AAP inh -2, VIM-2 inhibitor -4.1, UBC9 SUMO inh -14, IMP-1 inh -4.5, NALP1 yeast inh 29, FID counter -15, NS3 helicase inh 0 and MEKK2mut PB1 HTS 1.
Cc1cccc(CSc2nnnn2-c2ccccc2)c1 was read as MEKK2 WT-MEK5 103, PfM18AAP inh -1, VIM-2 inhibitor -3.3, UBC9 SUMO inh -2, IMP-1 inh -4.7, NALP1 yeast inh 6, FID counter -9, NS3 helicase inh 0 and MEKK2mut PB1 HTS 3.
O=C(NCc1ccco1)C1(S(=O)(=O)c2ccc(Cl)cc2)CC1 was read as MEKK2 WT-MEK5 107, PfM18AAP inh 5, VIM-2 inhibitor 1.6, UBC9 SUMO inh 24, IMP-1 inh -0.3, NALP1 yeast inh 14, FID counter -7, NS3 helicase inh 4 and MEKK2mut PB1 HTS 6.
C#CCOc1ccc2c(C)cc(=O)oc2c1 was read as MEKK2 WT-MEK5 106, PfM18AAP inh 0, VIM-2 inhibitor -0.4, UBC9 SUMO inh 22, IMP-1 inh 0.5, NALP1 yeast inh 13, FID counter -1, NS3 helicase inh 1 and MEKK2mut PB1 HTS 0.
N#C/C(=C\c1ccc(N2CCOCC2)o1)C(=O)NCCc1ccccc1 was read as MEKK2 WT-MEK5 97, PfM18AAP inh 7, VIM-2 inhibitor -0.9, UBC9 SUMO inh 6, IMP-1 inh -4.8, NALP1 yeast inh -3, FID counter -14, NS3 helicase inh -11 and MEKK2mut PB1 HTS -1.
O=C(NC1CCS(=O)(=O)C1)c1ccc(S(=O)(=O)N2CCCCC2)cc1 (stereo not drawn) was read as MEKK2 WT-MEK5 98, PfM18AAP inh 8, VIM-2 inhibitor -1.4, UBC9 SUMO inh -10, IMP-1 inh -2.1, NALP1 yeast inh -7, FID counter -5, NS3 helicase inh -1 and MEKK2mut PB1 HTS -2.
`O=C(NCCN1CCCC1)c1ccc(Cl)cc1Cl` gave MEKK2 WT-MEK5 108, PfM18AAP inh 1, VIM-2 inhibitor -0.3, UBC9 SUMO inh -12, IMP-1 inh -2.2, NALP1 yeast inh 0, FID counter -2, NS3 helicase inh 3 and MEKK2mut PB1 HTS 2.
`COc1ccc(CSc2n[nH]c(C)n2)cc1[N+](=O)[O-]` gave MEKK2 WT-MEK5 106, PfM18AAP inh -8, VIM-2 inhibitor -1.5, UBC9 SUMO inh 3, IMP-1 inh -3.1, NALP1 yeast inh -21, FID counter 4, NS3 helicase inh 2 and MEKK2mut PB1 HTS 4.
`CCc1ccccc1N(CC(=O)NCCc1ccccc1)C(=O)CCC(=O)Nc1ccccn1` gave MEKK2 WT-MEK5 102, PfM18AAP inh 1, VIM-2 inhibitor -3.3, UBC9 SUMO inh -4, IMP-1 inh -4.2, NALP1 yeast inh 5, FID counter -46, NS3 helicase inh 7 and MEKK2mut PB1 HTS 5.
Screening CCOC(=O)N1CCC(NC(=O)C2CCN(C(=O)c3cc4sccc4n3CC)CC2)CC1 returned MEKK2 WT-MEK5 99, PfM18AAP inh 5, VIM-2 inhibitor 0.6, UBC9 SUMO inh -1, IMP-1 inh -2.0, NALP1 yeast inh -5, FID counter -47, NS3 helicase inh -8 and MEKK2mut PB1 HTS -2.
For CCn1c2ccccc2c2cc(NC(=O)CSc3nnc(-c4cccc(Cl)c4)o3)ccc21 the results were PfM18AAP inh -6, VIM-2 inhibitor -3.6, UBC9 SUMO inh 3, IMP-1 inh -1.3, NALP1 yeast inh 7, FID counter 1 and NS3 helicase inh 2.
`COc1ccc(CCNC(=O)[C@H](CCSC)NC(=O)N2CCn3c2nc2ccccc23)cc1OC` gave MEKK2 WT-MEK5 98, PfM18AAP inh 6, VIM-2 inhibitor -7.4, UBC9 SUMO inh 2, IMP-1 inh -2.5, NALP1 yeast inh 6, FID counter -46, NS3 helicase inh 1 and MEKK2mut PB1 HTS -2.
`O=c1[nH]c(N2CCCCC2)nc2ncn(Cc3ccccc3)c12` gave MEKK2 WT-MEK5 102, PfM18AAP inh 2, VIM-2 inhibitor -3.1, UBC9 SUMO inh 1, IMP-1 inh -4.7, NALP1 yeast inh 8, FID counter -8, NS3 helicase inh 2 and MEKK2mut PB1 HTS 1.
Cc1ccccc1Nc1nc(-c2sc(NC(=O)c3cccc(Cl)c3)nc2C)cs1 was read as MEKK2 WT-MEK5 110, PfM18AAP inh -4, VIM-2 inhibitor -4.3, UBC9 SUMO inh 5, IMP-1 inh -2.6, NALP1 yeast inh 2, FID counter 7, NS3 helicase inh -14 and MEKK2mut PB1 HTS 3.
CCC(C)c1ccc(NC(=O)C2CCCN(c3ncccn3)C2)cc1 (stereo not drawn) was read as MEKK2 WT-MEK5 95, PfM18AAP inh -11, VIM-2 inhibitor -1.5, UBC9 SUMO inh -4, IMP-1 inh -5.0, NALP1 yeast inh -18, FID counter -25, NS3 helicase inh -7 and MEKK2mut PB1 HTS 3.
For COc1ccc(-n2c(SCC(=O)N/N=C(\C)c3cccnc3)nc3ccccc3c2=O)cc1 the results were MEKK2 WT-MEK5 88, PfM18AAP inh 0, VIM-2 inhibitor 0.6, UBC9 SUMO inh 23, IMP-1 inh -1.8, FID counter -7, NS3 helicase inh -14 and MEKK2mut PB1 HTS -6.
`c1ccc(OCCCc2nc(-c3cccnc3)no2)cc1` gave MEKK2 WT-MEK5 94, PfM18AAP inh -8, VIM-2 inhibitor -4.6, UBC9 SUMO inh 3, IMP-1 inh -7.4, NALP1 yeast inh 0, FID counter -7, NS3 helicase inh -4 and MEKK2mut PB1 HTS 1.
CN(C)CCn1c(NC(=O)c2ccc(Cl)cc2)nc2ccccc21 was read as MEKK2 WT-MEK5 108, PfM18AAP inh 11, VIM-2 inhibitor -1.9, UBC9 SUMO inh 19, IMP-1 inh -2.2, NALP1 yeast inh 17, FID counter 3, NS3 helicase inh 1 and MEKK2mut PB1 HTS 5.
CCCOC(=O)c1c(NC(=O)/C=C/c2cnn(C)c2C)sc(C(=O)OCC)c1C was read as MEKK2 WT-MEK5 104, PfM18AAP inh 2, VIM-2 inhibitor -2.1, UBC9 SUMO inh 6, IMP-1 inh -1.0, NALP1 yeast inh -17, FID counter -8, NS3 helicase inh 20 and MEKK2mut PB1 HTS 4.
For CCOc1ccccc1CN1CCNC(=O)C1CC(=O)N(C)CCc1cnn(C)c1 (stereo not drawn) the results were MEKK2 WT-MEK5 100, PfM18AAP inh 5, VIM-2 inhibitor -1.4, UBC9 SUMO inh 12, IMP-1 inh -0.9, NALP1 yeast inh -28, FID counter -29, NS3 helicase inh 2 and MEKK2mut PB1 HTS 2.
`C/C(=N\NC(=O)C1(C)CC1(Br)Br)c1cccc(NC(=O)C(C)(C)C)c1` (stereo not drawn) gave MEKK2 WT-MEK5 105, PfM18AAP inh 0, VIM-2 inhibitor -4.8, UBC9 SUMO inh 8, IMP-1 inh -2.4, NALP1 yeast inh 30, FID counter -5, NS3 helicase inh 3 and MEKK2mut PB1 HTS -2.
For S=C(N/N=C/c1cccc2ccccc12)Nc1cccc(Cl)c1 the results were MEKK2 WT-MEK5 103, PfM18AAP inh 6, VIM-2 inhibitor -1.7, UBC9 SUMO inh 11, IMP-1 inh -1.6, NALP1 yeast inh -4, FID counter -7, NS3 helicase inh 2 and MEKK2mut PB1 HTS -2.
O=C(c1cccc([N+](=O)[O-])c1)N1CCN(C/C=C/c2ccccc2)CC1 was read as MEKK2 WT-MEK5 102, PfM18AAP inh -2, VIM-2 inhibitor -3.0, UBC9 SUMO inh 4, IMP-1 inh -5.3, NALP1 yeast inh -3, FID counter -12, NS3 helicase inh 8 and MEKK2mut PB1 HTS -2.

2 compounds drawn at random from the list so far, as already listed:
For CCOc1ccccc1CN1CCNC(=O)C1CC(=O)N(C)CCc1cnn(C)c1 (stereo not drawn) the results were MEKK2 WT-MEK5 100, PfM18AAP inh 5, VIM-2 inhibitor -1.4, UBC9 SUMO inh 12, IMP-1 inh -0.9, NALP1 yeast inh -28, FID counter -29, NS3 helicase inh 2 and MEKK2mut PB1 HTS 2.
CN(C)CCn1c(NC(=O)c2ccc(Cl)cc2)nc2ccccc21 was read as MEKK2 WT-MEK5 108, PfM18AAP inh 11, VIM-2 inhibitor -1.9, UBC9 SUMO inh 19, IMP-1 inh -2.2, NALP1 yeast inh 17, FID counter 3, NS3 helicase inh 1 and MEKK2mut PB1 HTS 5.

From PubChem

Compounds as they come (roughly 4.7% active in at least one column).
